MsrA act = activates bovine MsrA enzyme; purified bovine MsrA, absorbance read-out; activation, % at 10.6 µM; 360,000 tested, 0.3% active; AID 602163; in the data active means activation above about 7.5%;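 further: 0% = vehicle and 100% = reference activator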
Rin1 Abl inh = blocks binding of human Rin1 to Abl | P00519+Q13671 | TR-FRET Rin1/Abl binding, biochemical | inhibition, % at 7.35 µM | 360,000 tested, 0.4% active | AID 588664; in the data active means inhibition above about 5%, passing the limit was not always enough
Target sequence (P00519 whole entry, looked up): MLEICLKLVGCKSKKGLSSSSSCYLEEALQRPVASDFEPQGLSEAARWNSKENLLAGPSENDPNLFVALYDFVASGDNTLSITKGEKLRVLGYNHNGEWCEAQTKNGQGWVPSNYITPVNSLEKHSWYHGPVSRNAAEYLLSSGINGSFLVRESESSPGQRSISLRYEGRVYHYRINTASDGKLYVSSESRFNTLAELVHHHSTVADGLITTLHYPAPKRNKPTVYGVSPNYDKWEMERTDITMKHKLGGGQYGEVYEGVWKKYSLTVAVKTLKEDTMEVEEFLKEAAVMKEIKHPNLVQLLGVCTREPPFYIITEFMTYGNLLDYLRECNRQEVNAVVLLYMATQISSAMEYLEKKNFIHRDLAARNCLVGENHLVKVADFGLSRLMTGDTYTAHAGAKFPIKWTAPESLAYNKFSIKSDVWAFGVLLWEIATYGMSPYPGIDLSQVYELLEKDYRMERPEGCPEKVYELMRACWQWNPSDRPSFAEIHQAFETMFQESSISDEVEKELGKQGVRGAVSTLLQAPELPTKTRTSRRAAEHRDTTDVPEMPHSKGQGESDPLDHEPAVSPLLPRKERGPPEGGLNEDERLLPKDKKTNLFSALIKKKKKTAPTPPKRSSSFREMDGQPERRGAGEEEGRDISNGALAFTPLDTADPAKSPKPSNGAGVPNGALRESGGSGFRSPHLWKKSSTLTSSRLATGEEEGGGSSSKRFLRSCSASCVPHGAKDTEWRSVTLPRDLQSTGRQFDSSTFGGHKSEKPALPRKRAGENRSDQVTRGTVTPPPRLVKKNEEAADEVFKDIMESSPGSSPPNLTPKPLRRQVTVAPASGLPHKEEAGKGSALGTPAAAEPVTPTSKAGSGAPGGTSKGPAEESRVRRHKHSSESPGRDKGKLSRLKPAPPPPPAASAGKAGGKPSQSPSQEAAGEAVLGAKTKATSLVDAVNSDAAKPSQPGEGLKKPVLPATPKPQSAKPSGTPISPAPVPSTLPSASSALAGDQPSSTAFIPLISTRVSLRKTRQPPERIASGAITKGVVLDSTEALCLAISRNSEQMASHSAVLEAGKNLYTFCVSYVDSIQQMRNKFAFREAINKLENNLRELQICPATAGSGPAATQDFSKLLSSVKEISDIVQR
Target sequence (Q13671 whole entry, looked up): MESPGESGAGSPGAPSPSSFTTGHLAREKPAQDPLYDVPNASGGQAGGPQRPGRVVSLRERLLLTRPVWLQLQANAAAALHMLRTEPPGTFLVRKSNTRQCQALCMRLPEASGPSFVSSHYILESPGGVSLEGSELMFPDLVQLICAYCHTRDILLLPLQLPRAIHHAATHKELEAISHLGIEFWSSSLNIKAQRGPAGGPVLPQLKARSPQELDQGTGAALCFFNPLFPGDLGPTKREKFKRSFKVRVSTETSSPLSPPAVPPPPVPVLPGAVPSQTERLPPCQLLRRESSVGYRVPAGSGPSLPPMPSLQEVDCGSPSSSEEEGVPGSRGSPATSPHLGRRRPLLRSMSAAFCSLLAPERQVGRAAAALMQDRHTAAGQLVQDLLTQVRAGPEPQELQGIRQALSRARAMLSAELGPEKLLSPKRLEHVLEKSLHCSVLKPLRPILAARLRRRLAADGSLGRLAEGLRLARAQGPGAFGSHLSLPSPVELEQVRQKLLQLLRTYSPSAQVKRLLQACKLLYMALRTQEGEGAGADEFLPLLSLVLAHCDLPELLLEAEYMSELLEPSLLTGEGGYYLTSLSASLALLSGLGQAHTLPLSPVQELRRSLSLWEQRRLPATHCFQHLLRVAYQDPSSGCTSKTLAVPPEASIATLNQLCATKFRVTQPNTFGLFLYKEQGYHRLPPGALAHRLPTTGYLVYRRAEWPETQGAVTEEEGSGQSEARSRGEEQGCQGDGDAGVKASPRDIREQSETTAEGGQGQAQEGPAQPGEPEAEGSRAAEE
FAS-TE inh = FAS thioesterase (human) inhibition; recombinant FAS-TE, OMFH fluorogenic substrate, fluorescence endpoint; inhibition, % at 15 µM; 360,000 tested, 0.67% active;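 active means compounds whose normalised, plate-corrected inhibition of enzyme fluorescence in the single-dose primary screen is 50% or more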;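 further: 0% = DMSO with enzyme and 100% = substrate without enzyme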
E coli Lon inh = E. coli protease La inhibition | purified E. coli Lon protease, fluorescence polarization | inhibition, % at 7.94 µM | 360,000 tested, 0.42% active | AID 602123; in the data active means inhibition above about 13%, passing the limit was not always enough;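 further: 0% = enzyme with probe and DMSO and 100% = no enzyme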
SKN-1 block = C. elegans SKN-1 inhibition. C. elegans VP596 Pgst-4::GFP/RFP ratio, acrylamide-induced, 24 h. inhibition, % at 21.8 µM. 360,000 tested, 0.49% active;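 active means interference check ratio from 0.5 to 1.5 plus GFP to RFP signal ratio inhibition reaching or exceeding a fixed threshold, cut at about 30% in these data, passing the limit was not always enough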; further: some compounds called inactive have numbers as strong as hits
MT1-MMP act inh = blocks activation of human MT1-MMP. 360,000 tested, 0.061% active. GFP/RFP ratio change, % at 20 µM. HT1080 RFP-PRO-GFP cells, GFP/RFP ratio fluorescence, overnight; percent of plate control window, DMSO zero;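 active means GFP/RFP ratio change of at least 30% with cell ATP level not reduced by more than half and red fluorescence within 50% of control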; further: strong numbers were not always called active
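Assay system: HT1080 cells carrying an RFP-PRO-GFP reporter | Dosing: Single dose of 20 µM compound, 1% DMSO final | Incubation: Cells overnight before dosing, compound overnight, 37 °C, 5% CO2 | Evaluation: GFP/RFP fluorescence ratio | Control set: DMSO and RFP-L50D-GFP cell wells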
Neddylation inh = blocks human cullin neddylation; 360,000 tested, 0.58% active; AID 651699; TR-FRET cullin neddylation, biochemical; P61081+Q13564; calls only at 25 µM; in the data active means inhibition above about 36%
CendR NRP1 mod = modulators of CendR peptide binding to human neuropilin-1; O14786; FAM-RPARPAR peptide binding to NRP-1, fluorescence polarization; inhibition, % at 25 µM; 360,000 tested, 0.85% active;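 active means inhibition or corrected inhibition above about 18%, plus a signal ratio from 0.5 to 1.5, limit read from the data, passing the limit was not always enough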; further: strong numbers were not always called active
MLLE-PAM2 inh = inhibitors of microRNA-mediated deadenylation, human PABP1 MLLE binding; GST-MLLE / FITC-PAM2 fluorescence polarization; 360,000 tested, 0.36% active; AID 588489; P11940; inhibition, % at 20 µM; in the data active means inhibition above about 35%, passing the limit was not always enough;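 further: plate controls were DMSO wells with GST-MLLE for no effect and wells lacking GST-MLLE protein for full effect; some results filed as inactive read as strong as hits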
An asterisk follows results filed as active; i = inactive; x = not tested or not shown. Random draw from the library; overall some 4% were active at least once.

Values run as follows: MsrA act, Rin1 Abl inh, FAS-TE inh, E coli Lon inh, SKN-1 block, MT1-MMP act inh, Neddylation inh, CendR NRP1 mod, MLLE-PAM2 inh
1) O=C(Nc1ccc2c(c1)OCCO2)C1c2ccccc2OCC(=O)N1CC(F)(F)F (configuration not stated)
 : -11, x, -2, 2, 6, -7, i, -7, x
2) Cc1cccc(/C=N/NC(=O)c2c(-c3ccccc3)noc2C)c1O
 : -2, -5, 17, -5, 15, -22, i, 1, 0
3) CCn1c(NC(=O)c2cccs2)nc2ccccc21
 : 1, 0, -9, 3, 5, 1, i, 6, -6
4) Cc1ccc(OCC(O)Cn2c(=N)n(Cc3ccccc3)c3ccccc32)cc1 (configuration not stated)
 : -1, -2, -8, -3, 16, -15, i, -8, -4
5) COc1ccc(-n2c(Cc3cc(=O)[nH]c(=O)[nH]3)nnc2SCC(=O)NC2CCCC2)cc1
 : -1, -1, -6, 6, 3, 0, i, 4, 12
6) O=C1OC(N2C(=O)CC[C@H]2C(=O)Nc2cccc(F)c2)c2ccccc21 (some centres not stated)
 : -3, 1, -4, -1, 7, 0, i, -13, -24
7) CCCOc1cccn2c(N(C=O)Cc3ccc(OC)cc3)c(CC)nc12
 : 7, -2, -6, 6, 4, 0, i, -11, 0
8) Cc1ccccc1NC(=O)Nc1nnc([C@@H]2C[C@H](O)[C@@H](CO)O2)s1
 : -5, 0, -11, -16, -3, 2, i, -7, -14
9) O=C(N/N=C/C=C\c1ccccc1[N+](=O)[O-])c1cccnc1
 : -2, -3, -3, -3, 5, 4, i, 2, 18
10) CC(=O)N1c2ccccc2C(=O)C1N1CCCCC1 (configuration not stated)
 : -8, 0, -6, 4, 2, -2, i, 0, 23
11) O=C(O)/C=C/C(=O)NNC(=O)c1ccc(Br)cc1
 : -3, 0, -8, -5, 6, 4, i, 1, 4
12) Cc1ccc2c(C)c(C(=O)N3CCC(N4CCC(C(=O)NC5CC5)CC4)CC3)oc2c1
 : -1, 0, -4, 2, -9, -3, i, 2, -1
13) COCCNC(=O)c1ccccc1NC(=O)CN(c1ccc2c(c1)OCO2)S(C)(=O)=O
 : -10, -1, -8, 0, 10, -1, i, -2, 6
14) CCc1ccccc1OCC(=O)Nc1ccc(N2CCCC2)cc1C
 : 0, -2, -14, -155, 7, -37, i, -106, -84
15) COC(=O)C1C(=O)c2c([nH]c(C(=O)OCC3CCCO3)c2C)CC1C (configuration not stated)
 : -3, 4, -3, -5, -1, 17, i, 0, -8
16) Cc1ccc(C2=CC(c3ccc(N(C)C)cc3)n3nnnc3N2)cc1 (configuration not stated)
 : -2, -1, 6, -142, 7, -112, x, -10, -22
17) CC(=O)c1cc2c(cc1NS(=O)(=O)c1ccccc1F)OCO2
 : -3, -1, 8, 7, 2, x, i, -1, 5
18) O=S(=O)(c1cc(Cl)ccc1Cl)N1CCc2ccccc21
 : -1, 1, 26, 7, 13, 5, i, -23, -3
19) CSc1nnc(SCC(=O)Nc2ccc3[nH]c(=O)[nH]c3c2)s1
 : -6, 2, 1, -2, -1, 2, i, -8, -13
20) Cc1cc(C)c(C)c(S(=O)(=O)NC2CCN(Cc3ccccc3)CC2)c1C
 : 1, 0, 10, 0, 8, 2, i, 3, 14

An excerpt from above with just Neddylation inh, Rin1 Abl inh and FAS-TE inh.
item	SMILES	Neddylation inh	Rin1 Abl inh	FAS-TE inh
17	CC(=O)c1cc2c(cc1NS(=O)(=O)c1ccccc1F)OCO2	i	-1	8
18	O=S(=O)(c1cc(Cl)ccc1Cl)N1CCc2ccccc21	i	1	26
19	CSc1nnc(SCC(=O)Nc2ccc3[nH]c(=O)[nH]c3c2)s1	i	2	1
20	Cc1cc(C)c(C)c(S(=O)(=O)NC2CCN(Cc3ccccc3)CC2)c1C	i	0	10

Copied from the list:
Reading of entry 19 under E coli Lon inh: -2
Reading of entry 13 under SKN-1 block: 10
Reading of entry 17 under Rin1 Abl inh: -1
Reading of entry 12 under Rin1 Abl inh: 0
Reading of entry 15 under CendR NRP1 mod: 0
Reading of entry 16 under MsrA act: -2

Among those listed so far, these contain an aryl methoxy group:
Values run as follows: MsrA act, Rin1 Abl inh, FAS-TE inh, E coli Lon inh, SKN-1 block, MT1-MMP act inh, Neddylation inh, CendR NRP1 mod, MLLE-PAM2 inh
5) COc1ccc(-n2c(Cc3cc(=O)[nH]c(=O)[nH]3)nnc2SCC(=O)NC2CCCC2)cc1
 : -1, -1, -6, 6, 3, 0, i, 4, 12
7) CCCOc1cccn2c(N(C=O)Cc3ccc(OC)cc3)c(CC)nc12
 : 7, -2, -6, 6, 4, 0, i, -11, 0

New compounds follow
Values run as follows: MsrA act, Rin1 Abl inh, FAS-TE inh, E coli Lon inh, SKN-1 block, MT1-MMP act inh, Neddylation inh, CendR NRP1 mod, MLLE-PAM2 inh
21) Cc1cccc(Nc2nnc(SCC(=O)c3ccc(Br)s3)s2)c1C
 : -3, -3, 20, -21, 8, 2, i, -23, -44
22) CCOC(=O)N1CCC(NCCNC(=O)c2cccc(F)c2)CC1
 : 0, 1, -7, -18, 14, 0, i, 16, 2
23) Fc1ccc(CNCCC(Cc2ccccc2)c2ccco2)cc1 (configuration not stated)
 : 0, 3, 3, -4, -5, 1, i, -4, -7
24) CC(C)CNC(C)C(=O)Nc1ccc(S(N)(=O)=O)cc1 (configuration not stated)
 : -3, 0, -7, 0, -4, 2, i, 1, 8
25) CCc1ccccc1N(C)S(=O)(=O)c1ccc2[nH]cc(C(=O)N3CCc4ccccc43)c(=O)c2c1
 : -7, 1, -12, -17, -3, 1, i, -9, -16
26) O=C(CN1CCOCC1)Nc1c(-c2ccccc2)c2cc(Br)ccc2[nH]c1=O
 : -4, 3, -13, -7, -2, -7, i, -10, 7
27) O=C(N/N=C/C1CC=CCC1)c1cc(Br)ccc1O (configuration not stated)
 : -2, -2, -9, -2, 6, 1, i, -7, 4
28) CN(C(=O)Cn1cc([N+](=O)[O-])ccc1=O)C1CCCCC1
 : -4, 0, 1, -5, 17, 4, i, 3, 7
29) CC1CCCCN1S(=O)(=O)c1ccc(C(=O)Nc2nnc(-c3ccccc3Cl)o2)cc1 (configuration not stated)
 : -5, -5, 6, 0, 23, 1, i, -8, 4
30) N[C@@H](Cc1ccc(O)cc1)c1nnc([C@H](CC(=O)O)NC(=O)C2CCNCC2)o1
 : -4, 6, 13, -1, -4, 1, i, -1, -4
31) Cc1nn(C)c(Cl)c1CN1CCCC(C(=O)Nc2cccc(-n3cccn3)c2)C1 (configuration not stated)
 : -4, 1, -2, 0, 4, 1, i, 7, 2
32) COc1ccc(CCNC(=O)CNS(=O)(=O)c2ccc(F)c(Cl)c2)cc1OC
 : -3, 3, -3, 1, 5, -2, i, -14, 0
33) Cc1cc(=O)oc2cc(OCC(=O)NC3CC(C)(C)NC(C)(C)C3)ccc12
 : -4, 3, -6, 0, 7, 0, i, -4, 2
34) C[C@@H]1CN([C@H](C)CO)C(=O)CCCn2nncc2CO[C@H]1CN(C)S(=O)(=O)c1cccc(F)c1
 : -1, -3, -7, -12, -21, 3, i, 3, -1
35) O=C(/C=C/c1ccccc1)N1CCCN(C(=O)/C=C/c2ccccc2)CC1
 : -3, -3, -4, -9, -5, 1, i, -7, 5
36) Cc1noc(C)c1S(=O)(=O)N(CCc1ccccc1)Cc1ccccc1
 : -5, 1, 25, -7, -6, -3, i, 0, -20
37) CC(C)(C)NC(=O)NC(=O)COC(=O)Cn1c(C(F)(F)F)nc2ccccc21
 : -11, 3, -8, -11, -8, -6, i, 10, 0
38) CCOC(=O)N1CCN(C(=O)C(C)N(c2ccccc2)S(C)(=O)=O)CC1 (configuration not stated)
 : -1, 0, -1, 0, 6, -1, i, -10, -8
39) Cc1ccc(NC(=S)NC2CCCC2)cc1
 : 0, -1, -4, 2, 5, 2, i, 10, -40
40) CCN(CC)C(=O)CSc1nc2ccccc2o1
 : 1, -2, -1, -4, 1, 3, i, 9, 11

The list goes on (2 carried over from the part before).
Values run as follows: MsrA act, Rin1 Abl inh, FAS-TE inh, E coli Lon inh, SKN-1 block, MT1-MMP act inh, Neddylation inh, CendR NRP1 mod, MLLE-PAM2 inh
39) Cc1ccc(NC(=S)NC2CCCC2)cc1
 : 0, -1, -4, 2, 5, 2, i, 10, -40
40) CCN(CC)C(=O)CSc1nc2ccccc2o1
 : 1, -2, -1, -4, 1, 3, i, 9, 11
41) Cc1cccc(-c2oc3ccc(-c4ccc5c(c4)OCO5)cc3c2/C=C/c2ccc(N)cc2)c1
 : -7, -3, 5, -1, 14, -2, x, -4, -18
42) CCOC(=O)C1CCCN(C(=O)c2ccc(CS(=O)(=O)c3ccc(Br)cc3)o2)C1 (configuration not stated)
 : -2, -1, 1, 1, 3, 0, i, -11, -3
43) Cc1cccc(NC(=O)c2ccc(S(=O)(=O)NCc3cccnc3)cc2)c1
 : 0, 6, -2, 2, 2, -2, i, 9, -19
44) Cc1c(OC(C(=O)O)c2ccccc2)ccc2c(-c3ccccc3)cc(=O)oc12 (configuration not stated)
 : -1, -3, 3, 7, -16, -2, i, 4, -1
45) COc1cc(C(=O)NCC(=O)OCc2ccccc2Cl)cc(OC)c1OC
 : -5, 5, -4, -1, -5, 1, i, 12, 9
46) O=C(Nc1cccn2ncnc12)c1ccccc1
 : -2, -2, -2, 0, 7, 1, i, -6, 1
47) O=C(Nc1ccc2c3c(cccc13)CC2)c1ccc(Br)o1
 : -1, 2, 5, -4, 8, 1, i, -15, 13
48) Oc1ccc(-c2csc(Nc3ccccn3)n2)cc1O
 : -12, 2, 0, 1, 6, -7, i, 7, 3
49) CN(C)c1nc(N)nc(-c2nc3ccccc3s2)n1
 : -6, -5, -8, -6, 16, 7, i, 6, -7
50) Cc1ccc(OCC(=O)NNC(=S)NC(=O)C2CC2)c(C)c1
 : 0, 2, -3, 9, -1, 3, i, -1, 1
51) Cc1ccc(C(=O)Nc2ccc3c(c2)ncn3C)cc1
 : -1, -1, -4, 3, 0, 1, i, 5, 9

High-throughput results deposited in PubChem by several laboratories.
